# Source: PubChem BioAssay (several laboratories)
# IEC-6 cytotox = kills IEC-6 intestinal cells in KLF5 counter-screen; IEC-6 cytotoxicity, luminescence viability; inhibition, % at 5 µM; 290,000 compounds, 0.78% hits; AID 1825; in the data active means inhibition above about 22%;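 further: 0% = plate median of test compound wells and 100% = cytotoxic reference compound wells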
# HSF1 inh = HSF1 inhibition; NIH3T3-HGL HSE-luciferase, MG132-induced, luminescence 8 h; stronger effect = lower value; activity change, negative = inhibition, % at 7.5 µM (by protocol); 300,000 compounds, 0.77% hits; AID 2098;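 active means more than half of replicate wells show activity change below -50%, luminescence cut by over half; inconclusive means some wells, but at most half, below -50%; inactive means no replicate well below -50%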;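 further: luciferase reports HSF-1 transcriptional activity via heat shock element; 0% = median of DMSO wells and -100% = zero luminescence signal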
# AI-2 QS mod = modulators of Vibrio harveyi AI-2 quorum sensing system; Vibrio harveyi JMH597 AI-2 luminescence/OD600 ratio, 9 h; stronger effect = lower value; strain lacks LuxN and CqsS sensors; 0 = neutral-control median; activity change, % at 7.5 µM; 300,000 compounds, 0.4% hits; AID 2094; in the data active means activity change below about -75%, passing the limit was not always enough; inconclusive means no clear call, values can overlap the other calls;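 further: luminescence divided by OD600 gain over 9 h not by final OD600 alone; inactives centre near 13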
# KLF5 inhibitor = kruppel-like factor 5 inhibition; DLD-1 KLF5 promoter-luciferase reporter, luminescence; inhibition, % at 5 µM; 290,000 compounds, 0.23% hits; AID 1700;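 active means inhibition above a per-plate limit of that plate's mean compound inhibition plus 3 SD, cut at about 60% in these data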;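 further: 0% = DMSO wells and 100% = LY294002 at 200 µM; higher means less KLF5 promoter-driven luciferase light; inactives centre near -14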
# HSF-1 act = increases HSF-1 driven luciferase reporter signal. activation, % at 9 µM. NIH3T3-HGL HSF-1 luciferase reporter, MG132, 8 h; 100% = twice DMSO control signal. 300,000 compounds, 1.7% hits;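 active means mean replicate activation of at least 50% with a set share of replicates each reaching 50%; inconclusive means only one of those two conditions met; inactive means mean below 50% and too few replicates reaching it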;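 further: 0% = median of the neutral control wells and 100% = twice that signal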
# GSK3beta inhib = inhibitors of human GSK3beta kinase. 300,000 compounds, 0.038% hits. GST-GSK3beta kinase, ADP-Glo luminescence, 60 min; stronger effect = lower value. AID 2097. P49841. activity score (negative = inhibition), % at 10 µM;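 active means more than half of replicate wells score below -50%, meaning over 50% inhibition versus plate controls; inconclusive means some replicates but at most half score below -50%; inactive means no replicate scores below -50%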;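 further: 0% = median DMSO wells and -100% = median GW8510 positive control wells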
# Target sequence (P49841 whole entry, looked up): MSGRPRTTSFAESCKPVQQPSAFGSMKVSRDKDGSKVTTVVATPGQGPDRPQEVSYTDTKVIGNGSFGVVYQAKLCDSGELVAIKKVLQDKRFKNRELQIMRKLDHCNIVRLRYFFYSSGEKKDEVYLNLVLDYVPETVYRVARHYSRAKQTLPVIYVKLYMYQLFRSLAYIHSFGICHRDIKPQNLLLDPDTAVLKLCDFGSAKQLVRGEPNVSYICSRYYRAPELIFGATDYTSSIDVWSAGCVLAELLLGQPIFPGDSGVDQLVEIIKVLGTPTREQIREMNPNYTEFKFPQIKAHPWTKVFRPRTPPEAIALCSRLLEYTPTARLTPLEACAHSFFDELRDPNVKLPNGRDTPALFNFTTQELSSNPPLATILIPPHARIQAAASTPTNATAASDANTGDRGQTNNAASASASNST
#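 Test system: GST-tagged human GSK3beta kinase, cell-free; evaluation: activity score scaled between in-plate DMSO and GW8510 controls; measured by: ADP-Glo luminescence; incubation: 60 min reaction, RT; benchmarks: DMSO and 20 µM GW8510; reagent: peptide substrate plus 25 µM ATP (final); medium: Tris/MgCl2 kinase buffer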
# GSK3 alpha inh = inhibitors of human GSK-3 alpha kinase; AID 2650; inhibition, % at 10 µM; ADP-Glo luminescence, 60 min; P49840; 320,000 compounds, 0.1% hits;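 in the data active means inhibition above about 50%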;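 further: GST-tagged GSK-3 alpha with peptide substrate and 25 µM ATP; 0% = DMSO neutral wells and 100% = GW8510 positive control wells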
# Target sequence (P49840 whole entry, looked up): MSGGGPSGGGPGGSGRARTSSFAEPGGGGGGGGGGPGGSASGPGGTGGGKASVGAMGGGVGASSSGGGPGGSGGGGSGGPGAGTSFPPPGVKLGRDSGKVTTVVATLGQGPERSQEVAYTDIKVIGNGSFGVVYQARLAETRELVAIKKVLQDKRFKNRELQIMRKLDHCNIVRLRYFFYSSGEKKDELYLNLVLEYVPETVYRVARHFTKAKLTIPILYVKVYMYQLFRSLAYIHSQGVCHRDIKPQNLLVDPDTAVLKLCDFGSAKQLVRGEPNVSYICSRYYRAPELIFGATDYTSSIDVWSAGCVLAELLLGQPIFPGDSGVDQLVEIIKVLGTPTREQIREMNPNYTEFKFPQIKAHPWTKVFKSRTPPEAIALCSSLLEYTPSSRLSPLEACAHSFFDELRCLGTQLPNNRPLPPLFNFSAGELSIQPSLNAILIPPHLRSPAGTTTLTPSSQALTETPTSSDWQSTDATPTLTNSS
# HIF act = HIF pathway transcriptional activation; AID 1910; activation, % at 7.5 µM (by protocol); U2OS HRE-luciferase reporter, luminescence; normalized: DMSO 0%, desferrioxamine 100%; 300,000 compounds, 0.32% hits;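 active means mean activation of at least 10% of the iron chelator positive control signal, with at least half of replicates also reaching 10%; inconclusive means mean and replicate majority disagree about reaching 10%; inactive means mean and most replicates under 10%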
# aSyn UTR inh = MLPCN primary screen, SNCA 5' untranslated region | alpha-synuclein 5'UTR reporter, inhibitor activity | inhibition, % (tested at 7.5 µM) | 300,000 compounds, 0.82% hits | AID 1813; in the data active means inhibition above about 60%; inconclusive means no clear call, values can overlap the other calls;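 further: H4 neuroglioblastoma cells stably carrying SNCA 5'UTR luciferase fusion; 0% = DMSO wells and 100% = positive control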
# HSP90 refold inh = inhibitors of HSP90 luciferase refolding in rabbit reticulocyte lysate; luciferase refolding luminescence, 3 h; inhibition, % at 5.6 µM; 290,000 compounds, 0.91% hits;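 active means inhibition above the screen-wide mean plus 3 SD, computed separately per campaign, cut at about 16% in these data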;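 further: 0% = DMSO wells and 100% = 60 µM geldanamycin wells; inhibitors lower the luminescence because luciferase stays unfolded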
# Active calls of the source: *; ? = inconclusive; · = not tested or not shown.
SMILES,IEC-6 cytotox,HSF1 inh,AI-2 QS mod,KLF5 inhibitor,HSF-1 act,GSK3beta inhib,GSK3 alpha inh,HIF act,aSyn UTR inh,HSP90 refold inh
COc1ccccc1CNC(=O)C(=O)NCCC1CCCCN1S(=O)(=O)c1ccccc1 (centres undefined),·,7,7,·,11,0,-3,-0.1,-6,·
CN(CC(=O)Nc1cccc(F)c1)C(=O)c1ccc(OCC2CCCO2)cc1 (centres undefined),-8,-2,38,-38,25,1,-2,-0.2,-6,2
C=CCOc1ccccc1CN1CCC(n2nccc2NC(=O)c2ccccc2)CC1,0,-4,4,-25,-4,1,0,0.1,-7,3
Cn1c(=O)n(CC(N)=O)c2ccccc21,1,-4,26,-20,25,2,1,-0.1,-5,1
CCCCOc1ccc(N2CC(C(=O)NCc3ccco3)CC2=O)cc1 (centres undefined),8,-2,38,-1,-10,1,1,0.1,-10,0
CCCCOc1ccccc1NC(=O)Cn1c(-c2nonc2N)nc2ccccc21,1,-9,6,19,-22,1,-1,2.9,124*,-3
CC(=O)C1=C(c2cccc([N+](=O)[O-])c2)N(C(C)=O)n2c(C)nnc2S1,4,9,58,-9,-3,2,-1,0.0,-18,1
Cc1nnc(NC(=O)c2sc3nc(-c4cccs4)cc(C(F)(F)F)c3c2N)s1,1,-16,27,-8,-20,1,2,-0.6,-19,2
Cc1ccc(C)c(N2CCN(C(=O)c3ccc(Cl)c(NC4=NC5CS(=O)(=O)CC5S4)c3)CC2)c1 (centres undefined),12,-1,12,-2,2,30,0,-0.1,18,2
CC(NC(=O)c1ccccc1F)c1nnc(SCC(=O)NC2=NCCS2)n1C (centres undefined),-1,-15,10,-16,-3,-4,0,-1.1,-4,2
C[C@H](NC(=O)c1nc[nH]c1C(=O)NCc1ccc(CNC(=O)OC(C)(C)C)cc1)C(=O)OC(C)(C)C,2,2,-1,-15,-7,2,1,1.6,1,3
O=c1c([N+](=O)[O-])cccn1Cc1cccc(Br)c1,2,3,-32,-29,13,1,-3,-0.3,-9,2
COc1ccc(-c2nnc(SCC(=O)NCCc3ccccc3)o2)cc1,0,-5,18,-11,-9,3,·,0.1,-14,3
CCn1c(Cc2ccccc2)nnc1SCC(=O)Nc1ccccc1O,-2,16,10,-21,51*,0,-1,-0.2,12,-2
COc1ccc(C(c2nnnn2CCc2ccccc2)N2CCN(C3CCCC3)CC2)cc1 (centres undefined),5,-4,-6,3,-13,-1,2,-0.8,-13,0
Cc1ccc(S(=O)(=O)CCC(=O)OCC(=O)N2CC(=O)Nc3ccccc32)cc1,3,0,10,-23,16,2,-3,0.4,-32,0
CCCn1c(/N=C/c2cc(OC)ccc2O)nc2ccccc21,3,-2,2,17,-20,1,1,-0.8,-8,0
CCOc1ccc(-n2c(=O)c3c(C)c(C)sc3n(CC(=O)NCc3ccco3)c2=O)cc1,3,·,·,-7,·,·,-1,·,·,1
Nc1c(-c2ccccc2)cnn1-c1cccc(C(F)(F)F)c1,-2,·,20,-94,·,1,-1,2.6,-205,-1
CCOCCCNC(=O)c1cn(C)c2ccc(S(=O)(=O)N3CCCCC3)cc2c1=O,-6,-5,9,-2,-11,3,-1,-0.8,6,0
COc1ccc2[nH]c(C)c(-c3csc(N)n3)c2c1,2,0,14,-17,-4,0,5,0.6,2,1
Nc1ccc(C(=O)OCC(=O)c2cccc([N+](=O)[O-])c2)cc1,1,9,21,-11,7,2,·,0.2,-9,1
O=C1C2CCCN2C(=O)N1CCCCN1CCN(c2cccc(Cl)c2)CC1 (centres undefined),3,-3,19,-35,3,2,-2,0.0,-21,1
Cc1ccc(CC(=O)NCc2ccc3c(c2)OCO3)cc1,-2,3,11,-4,18,-1,-1,0.4,-38,1
CN1CCC(=O)N([C@H](CSc2ccccc2)c2ccccc2)CC1,-1,-1,7,-6,-2,2,-2,0.4,-36,-8

# (list continues)
SMILES,IEC-6 cytotox,HSF1 inh,AI-2 QS mod,KLF5 inhibitor,HSF-1 act,GSK3beta inhib,GSK3 alpha inh,HIF act,aSyn UTR inh,HSP90 refold inh
COC(=O)NCCOc1nc(N(C)C)nc(N(C)C)n1,-1,-3,12,-32,-3,2,0,0.9,-4,2
CCOCCCNC(=O)CSc1nnc(-c2ccc(S(=O)(=O)N3CCCC3)cc2)n1C,-3,-1,20,-13,-3,1,-2,0.9,-5,-5
O=[N+]([O-])c1cc(Cl)cc(/C=N/NC(=S)Nc2ccc(S(=O)(=O)N3CCOCC3)cc2)c1O,-5,-2,50,-3,4,-2,9,-0.3,-7,-2
Cc1sc(NC(=O)C2=COCCO2)c(C#N)c1C,·,15,14,·,14,4,·,3.3,-110,·
CCC1CCCCN1C(=O)c1ccc(OC2CCN(C(=O)COC)CC2)cc1 (centres undefined),2,0,12,-11,-10,3,0,0.0,7,0
CCNC(=S)N(Cc1ccccc1)Cc1nc2ccccc2c(=O)[nH]1,-1,4,21,-29,7,0,1,-2.1,15,-3
COc1ccc(C(=O)NCCCSC)cc1OC1CCN(C(C)C)CC1,-1,-8,18,-48,1,3,-2,-0.2,6,-1
COc1cc2[nH]c(C(=O)Nc3ccc(F)cc3)cc2c(OC)c1OC,57*,2,-6,40,0,-4,-2,4.3,-229,8
Cc1ccc(C(=O)Nc2ccc3nc(C)sc3c2)s1,12,33,30,-209,56*,-2,-4,3.4,-206,-2
Cc1ccccc1C(=O)NC(=S)Nc1ncccn1,-4,19,14,-153,35,2,-1,0.9,-66,-5
Cc1ccc(-c2nc(NCc3ccco3)c3ccccc3n2)cc1,5,12,4,-108,17,4,-2,0.5,-46,-3
O=C(CC(=O)Nc1ccccc1[N+](=O)[O-])Nc1ccccc1[N+](=O)[O-],2,2,-1,-36,5,-2,-3,0.2,-9,2
Cc1oc(-c2ccccc2F)nc1CN1CCC(C(=O)NCc2cccnc2)CC1,6,-4,1,-17,17,1,-2,0.1,-6,-5
CCOc1cc(/C=C2/C(=O)N(c3ccccc3)N=C2C)ccc1OC(=O)c1cccs1,-9,16,22,-9,26,-1,-2,-0.7,-14,11
COc1ccc(CNC(=O)CCCn2nc(C)n3c(cc4sccc43)c2=O)cc1,-1,-1,6,-26,1,0,-1,-0.3,26,1
NC(=NC(=O)c1cccc(C(F)(F)F)c1)c1ccc(C(F)(F)F)cn1,-3,-5,14,-2,-11,1,-9,-0.1,-49,10
CC(C)Cn1c(N)c(C(=O)COC(=O)c2ccc(Cl)cc2)c(=O)n(C)c1=O,-1,-10,22,-12,19,-1,-4,-0.7,-2,0
CCCS(=O)(=O)N1CCC(C(=O)NCCC(C)C)CC1,3,-4,20,-29,3,-1,0,-0.7,14,-3
Cc1ccc(C(=O)NCCOc2cccc3cccnc23)cc1Cl,6,-3,11,-15,6,1,-3,0.1,-8,-3
N#CCC(=O)N/N=C/c1c(-c2ccccc2)n(-c2ccccc2)c2ccccc12,-2,4,21,7,5,2,0,-0.4,-5,1
Cc1ccc(/C(=N/Nc2nc3ccccc3s2)C2=C(O)c3ccccc3C2=O)cc1,-3,-8,23,-41,-11,0,-1,1.1,-7,3
CCOC(=O)N1CCC(N(CCN(C)C)C(=S)Nc2cc(C)ccc2C)CC1,4,-7,9,-12,-3,1,-5,-0.1,6,-1
CCCCCCC1CCC(C(=O)N2CCOCC2)CC1 (centres undefined),0,3,10,-15,-1,1,-2,-0.1,-1,1
CCOc1ccc(S(=O)(=O)N2CCCC(C(=O)NCc3ccncc3)C2)cc1Cl (centres undefined),6,-7,18,3,-2,-3,-1,0.6,11,-4
Cc1ccccc1C(=O)Nc1c(C(=O)N(CCN(C)C)Cc2ccco2)oc2ccccc12,1,-3,11,-19,1,-20,-6,0.6,-34,-1

# Additional compounds follow:
SMILES,IEC-6 cytotox,HSF1 inh,AI-2 QS mod,KLF5 inhibitor,HSF-1 act,GSK3beta inhib,GSK3 alpha inh,HIF act,aSyn UTR inh,HSP90 refold inh
CCCCNC(=O)/C=C/c1cccs1,5,5,2,-8,20,0,1,0.8,-86,1
Cc1nc2ccccc2nc(=O)c1NNc1ccc([N+](=O)[O-])cc1,0,17,27,-15,30,2,5,1.1,-109,0
CC(=O)N1CCC(=O)N(C(C)C)c2ccccc21,2,-1,13,-19,3,-1,·,0.0,4,6
O=C(COC(=O)c1ccc([N+](=O)[O-])s1)NC(=O)NCc1ccccc1,-4,-2,43,-16,-19,2,-3,-0.3,0,5
COc1ccc(C2SCCN2C(=S)Nc2ccc(F)cc2)cc1 (centres undefined),0,4,-6,-17,-1,4,-1,-0.1,12,3
Cc1cnc(CN2CCc3c([nH]c4ccccc34)C2C2CCCCC2)[nH]1 (centres undefined),1,6,18,-14,2,-2,-4,-0.1,-3,3
CCOC(=O)c1cc(OC(=O)c2cccc([N+](=O)[O-])c2)n(-c2ccccc2)n1,-3,-6,·,-13,-4,·,0,0.0,-16,-2
CO/N=C(/CNC(=O)c1ccc(Cl)cc1Cl)c1ccc(Cl)cc1,3,-10,5,3,-3,-1,-1,-0.2,-7,-2
C=CCN1C(=O)c2ccccc2Sc2ccc(C(=O)NCC(OC)OC)cc21,3,10,2,-15,11,0,0,-18,17,-7
NC(N)=NCCCC(NC(=O)c1ccccc1)C(=O)Nc1ccc([N+](=O)[O-])cc1 (centres undefined),·,-7,0,·,-3,-1,1,-0.1,-13,·
O=S(=O)(Nc1ccc(-n2cccc2)cc1)c1ccc(F)cc1,4,2,16,-10,7,0,-4,0.0,-5,3
CCOc1ccc(CNC(=O)C2CCC(=O)N2C2CCCC2)cc1OC (centres undefined),1,·,8,-14,·,-2,5,0.5,8,1
CC(C)n1cc(CN2CCC(C(=O)Nc3ccc(Oc4ccccc4F)cc3)CC2)cn1,5,-6,-7,-15,1,-1,0,-0.6,5,6
COc1ccccc1C(=O)Nc1cc(C)on1,8,18,·,-62,40,·,-1,1.5,-114,-2
COC(=O)c1c(NC(=O)CN2CCN(c3ccccc3Cl)CC2)sc(C)c1C,3,-7,19,-7,12,-1,·,-0.3,1,-6
Cn1ccnc1SCC(=O)c1ccc(O)cc1,7,10,12,-41,13,2,2,0.4,-65,0
Cc1ccccc1NC(=O)C1COc2ccccc2O1 (centres undefined),0,25,10,5,?,-2,4,1.7,-34,-4
Cc1nc(C(Cl)(Cl)Cl)nc2[nH]ccc(=O)c12,0,-3,22,-34,4,0,8,-0.1,10,3
CCOC(=O)c1ccccc1NC(=S)N1CCN(C(=O)c2ccco2)CC1,4,-5,18,-16,6,0,-1,0.5,26,-1
O=[N+]([O-])c1ccc(OCCOc2ccccc2/C=N/n2cnnc2)cc1,-7,0,37,-21,11,-2,0,0.1,-7,1
COC(=O)[C@H](C)NC(=O)NC1CCN(Cc2ccccc2)CC1,5,-2,35,-18,-4,0,-2,0.0,5,5
CCN1C(=O)C(C(=O)NC(C)c2ccccc2)C2CC1(C)Oc1ccccc12 (centres undefined),0,5,17,2,7,1,-1,0.2,16,1
